PLC-gamma1 inh: blocks human PLC-gamma1 enzyme activity. P19174. purified PLC-gamma1, fluorogenic substrate, fluorescence. inhibition, % at 12.2 µM. 0.84% of 370,000 active; in the data active = inhibition above about 9.5%
KLK7 zymogen act: activators of human kallikrein-7 zymogen; purified proKLK7, EDANS-DABCYL substrate fluorescence; 100% is mature enzyme control, 0% vehicle; AID 652039; activation, % at 7 µM; 0.9% of 370,000 active;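 active = activation above the mean of all tested compounds plus 3 SD, computed per campaign excluding outliers beyond control limits, cut at about 13% in these data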
Target sequence (P49862 whole entry, looked up): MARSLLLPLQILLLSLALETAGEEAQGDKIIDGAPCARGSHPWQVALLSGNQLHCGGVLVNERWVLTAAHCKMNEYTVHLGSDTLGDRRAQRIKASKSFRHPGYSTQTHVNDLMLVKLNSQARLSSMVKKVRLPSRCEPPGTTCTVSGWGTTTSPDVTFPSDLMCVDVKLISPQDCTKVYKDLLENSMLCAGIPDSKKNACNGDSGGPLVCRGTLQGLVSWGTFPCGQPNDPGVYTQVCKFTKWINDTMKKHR
Tn7 DDE FP: DD(E)-Tn7 binding inhibition, primary FP screen; FP displacement of FITC-Tn7 peptide from fibrin DD(E); 0% = median of compound wells per plate; inhibition, % at 8.3 µM; 0.13% of 370,000 active; AID 720508;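 active = inhibition above the mean of compounds falling within the control limits plus 3 SD of them, cut at about 14% in these data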;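 also: 0% = plate median of compound wells and 100% = 10 µM Aha-Tn7 peptide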
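Assay system: human fibrin DD(E) protein / Input: 2 µM fibrin DD(E) / Benchmarks: high control of 10 µM Aha-Tn7 peptide / Measured by: fluorescence polarization of the labelled Tn7 tracer / Medium: Tris buffer with calcium and detergent, pH 7.8 / Timing: 10 min compound pre-incubation, 3 h probe incubation at room temperature / Repeats: one replicate per compound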
ARFGAP1 inh: rat ARFGAP1 inhibition; Q62848; Arfgap1-stimulated ARF1 GTP hydrolysis, GDP FP detection; inhibition, % at 16.5 µM; 0.26% of 360,000 active; AID 651572;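 active = inhibition above a per-plate limit, mean inhibition of low control wells plus 3 SD, cut at about 25% in these data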;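 also: 0% = DMSO wells with enzyme and 100% = wells lacking Arfgap1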
Target sequence (Q62848 1-136 limits assumed): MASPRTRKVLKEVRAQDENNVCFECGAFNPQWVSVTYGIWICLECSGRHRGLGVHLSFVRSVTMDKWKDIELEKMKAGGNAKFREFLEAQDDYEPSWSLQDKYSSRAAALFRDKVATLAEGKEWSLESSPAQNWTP
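Replicates: Single well per compound | Assay system: Truncated rat Arfgap1 GAP domain | Control set: No-Arfgap1 wells (100%) versus DMSO full-reaction wells (0%) | Times: Enzyme reaction 120 min at 25 °C after 20 min preincubation | Reagent: Human ARF1(Δ1-17)-GTP substrate | Measured by: Tracer-displacement fluorescence polarization with EDTA stop, 620/688 nm | Measure: Percent inhibition of Arfgap1-stimulated GTP hydrolysis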
DDE Tn6 FP inh: inhibitors of Tn6 peptide binding to human fibrin DD(E); P02675; Fibrin DD(E) TRITC-Tn6 fluorescence polarization displacement; inhibition, % at 8.3 µM; 0.21% of 370,000 active;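 active = inhibition above a per-campaign cutoff: mean of compounds within control limits plus 3 SD, cut at about 15% in these data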;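 also: 0% = median of all compound wells on the plate and 100% = blocking peptide control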
LEDGF integ inh: blocks HIV-1 LEDGF/p75-dependent DNA integration; TR-FRET IN-LEDGF/p75 DNA integration, Eu/Cy5; inhibition, % at 3.7 µM; 0.64% of 370,000 active;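 active = inhibition above the screen-wide mean plus 3 SD, cut at about 13% in these data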;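 also: signal is the Cy5 over europium emission ratio at 671 and 618 nm; 0% = plate median of compound wells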
ASAP1 GAP inh: ASAP1 ArfGAP inhibition; 0.19% of 360,000 active; ASAP1-stimulated ARF1 GTP hydrolysis, GDP FP detection; AID 624377; inhibition, % at 16.5 µM; in the data active = inhibition above about 25%;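 also: 0% = vehicle with enzyme and substrate and 100% = no enzyme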
ADAM17 inh: ADAM17 inhibition, QFRET primary screen. P78536. recombinant ADAM17, EDANS/DABCYL FRET peptide cleavage. inhibition, % at 6.95 µM. 0.83% of 370,000 active. AID 720648;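 active = inhibition above the mean of compounds lying between control limits plus 3 SD, set per campaign, cut at about 8.5% in these data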;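 also: 0% = DMSO-only wells as the low control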
Target sequence (P78536 215-824 limits assumed): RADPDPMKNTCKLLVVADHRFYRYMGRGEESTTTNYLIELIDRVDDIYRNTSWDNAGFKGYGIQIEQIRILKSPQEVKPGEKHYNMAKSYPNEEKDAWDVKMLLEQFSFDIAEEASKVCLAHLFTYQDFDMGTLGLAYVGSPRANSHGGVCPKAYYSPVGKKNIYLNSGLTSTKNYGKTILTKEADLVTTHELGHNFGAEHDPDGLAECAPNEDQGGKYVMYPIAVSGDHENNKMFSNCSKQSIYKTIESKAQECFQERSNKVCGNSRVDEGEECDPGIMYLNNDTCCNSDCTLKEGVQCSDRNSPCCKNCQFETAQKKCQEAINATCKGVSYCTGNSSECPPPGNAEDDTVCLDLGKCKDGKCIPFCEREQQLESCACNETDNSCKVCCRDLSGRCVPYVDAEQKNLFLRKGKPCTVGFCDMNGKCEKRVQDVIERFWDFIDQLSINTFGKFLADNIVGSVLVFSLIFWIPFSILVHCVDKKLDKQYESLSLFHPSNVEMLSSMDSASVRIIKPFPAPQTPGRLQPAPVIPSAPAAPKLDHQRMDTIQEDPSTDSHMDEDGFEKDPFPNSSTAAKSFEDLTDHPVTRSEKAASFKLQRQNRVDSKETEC
TDP2 absorb: blocks human TDP2 phosphodiesterase activity; recombinant TDP2, T5PNP hydrolysis, p-nitrophenol absorbance 415 nm; inhibition, % at 12.8 µM; 0.34% of 370,000 active; AID 720702;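 active = inhibition above the mean of all tested compounds plus 3 SD, set per campaign, cut at about 25% in these data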;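 also: 0% = DMSO with enzyme and 100% = buffer with substrate but no TDP2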
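Evaluation: % inhibition relative to enzyme-containing and enzyme-free wells. Material: recombinant human TDP2. Benchmarks: enzyme-free and DMSO wells. Timing: enzyme reaction with compound for 2 h at 37 °C. Compound dosing: 12.8 µM only. Measured by: p-Nitrophenol epi absorbance. Reagent: T5PNP substrate at 5 mM, a TopII-DNA adduct mimic. Replication: single well per compound.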
ADAM10 inh: inhibits human ADAM10 | O14672 | 0.62% of 370,000 active | inhibition, % at 7 µM | recombinant ADAM10, EDANS/DABCYL FRET peptide cleavage, 3 h;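 active = inhibition above a per-campaign cutoff equal to the mean of compounds falling between control-based bounds plus 3 SD, cut at about 20% in these data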;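 also: 0% = DMSO wells while the 100% control is not disclosed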
Starred values were filed as active, the others as inactive; i = inactive; / = no result given. Not a hit list; 4.2% or so of the library scored in one or more.

SMILES	PLC-gamma1 inh	KLK7 zymogen act	Tn7 DDE FP	ARFGAP1 inh	DDE Tn6 FP inh	LEDGF integ inh	ASAP1 GAP inh	ADAM17 inh	TDP2 absorb	ADAM10 inh
O=C(c1ccccc1)N1CCCC(c2nc3c(nnn3Cc3ccccc3)c(=O)[nH]2)C1 (configuration not stated)	1	-0.2	-7	-5	-8	0	13	-5	8	-3
C=CCOC(=O)C1=C(C)NC2(O)c3ccccc3C(=O)C12O (configuration not stated)	1	0.7	-4	8	1	2	2	-3	43*	3
CC(=O)OC1OCCOC1NC(=S)Nc1cccc(C(F)(F)F)c1 (configuration not stated)	4	-0.4	4	1	7	0	5	-3	-7	1
Cc1ccc(C)c(C(O)c2ncc(-c3ccccc3)[nH]2)c1 (configuration not stated)	5	-0.3	7	5	-3	2	0	-8	-13	-1
CC(=O)NC1CCCCN(C)C1=O (configuration not stated)	-2	0.1	6	4	1	-3	1	-4	2	-6
N=C1C(=O)OCC1c1ccccc1NC(=O)c1ccccc1 (configuration not stated)	-36	0.6	4	10	-7	-3	0	-9	-8	-5
COc1ccc(CN(C)C(=O)CNC(=O)CNC(=O)c2ccc(Cl)cc2Cl)cc1F	-1	0.2	-5	2	-2	-4	-1	-6	-12	-5
COC(=O)c1ccc2nc(-c3ccc(Cl)cc3)c(Cc3ccccc3OC)n2c1	-12	-0.2	1	5	0	2	-14	-5	-4	-15
COc1ccc(C(=O)NNC(=O)CSc2ccccc2)cc1	6	0.8	-2	9	-1	4	-1	1	3	8
CCCN(CC(=O)NC(=O)NCc1ccccc1)CC(=O)Nc1ccc(F)c(F)c1F	-2	-0.3	-8	-11	-5	5	-2	0	4	-5
Fc1cccc(NC(=S)NNc2c3ccccc3nc3ccccc23)c1	-121	7.1	-3	8	-3	-1	0	-351	-6	i
COc1cc2c(=O)n(CCCN3CCOCC3)c(=S)[nH]c2c(OC)c1OC	4	-0.2	0	16	0	-1	-7	-4	-6	-6
CCOC(=O)c1cc(NC(=O)C2C3CCC(O3)C2C(=O)O)cc(C(=O)OCC)c1 (configuration not stated)	-36	1.8	5	-7	5	-3	-3	-51	-1	-151
CC(C)CN1CCN(Cc2c[nH]c3ccccc23)CC1CCO (configuration not stated)	-2	0.1	1	7	-9	-5	11	-2	-4	-8
Cc1ccc2oc(C(=O)Nc3ccc(S(=O)(=O)Nc4onc(C)c4C)cc3)cc(=O)c2c1	2	-0.2	-15	-1	0	0	-2	0	-14	-9
CC1CCN(S(=O)(=O)c2ccc(C(=O)Nc3nnc(-c4ccccn4)o3)cc2)CC1	-3	-0.1	-3	7	6	-1	1	1	-9	9
COc1ccc(CNC(=O)COC(=O)C2CCN(S(=O)(=O)c3ccccc3C(F)(F)F)CC2)cc1	3	-0.3	0	-3	1	-1	9	0	-1	6
CC1c2c([nH]c3ccccc23)CCC1C(=O)O (configuration not stated)	-6	4.0	11	6	4	-2	4	-2	1	-1
COc1ccc(CCN2C(=O)CC(N3CCOCC3)C2=O)cc1 (configuration not stated)	1	0.0	-2	3	-4	-2	10	-2	-2	-6
CCOc1cc(CNc2ccc(S(N)(=O)=O)cc2)cc(Cl)c1OC	2	0.7	-1	-12	3	3	-9	3	-1	10
CCS(=O)(=O)N1CCN(c2nc(-c3ccccc3)cs2)CC1	-3	-0.1	0	6	-1	3	10	-5	-2	-4
C/C(=N\NC(=O)CCc1c[nH]c2ccccc12)c1cccc([N+](=O)[O-])c1	-2	0.5	7	-3	-6	-5	8	0	-9	5
CN1CCc2nc3ccccc3c(C(=O)OCC(=O)N(CCC#N)c3ccccc3)c2C1	-86	-4.5	-1	2	7	0	19	-27	3	-65
Cc1cc(C)c(NC(=O)C2C3/C=C\CCCCC32)c(C)c1 (configuration not stated)	1	-0.1	-7	16	4	0	-9	-4	2	-10
COc1ccc(C2CC(c3cccc(OC)c3)=NN2c2ccc(S(N)(=O)=O)cc2)cc1 (configuration not stated)	i	-388	-5	6	1	-4	23	i	-6	i
COC(=O)c1ccc(C2NC(=O)c3c(sc(C)c3C)N2)cc1 (configuration not stated)	-79	-1.8	2	10	-2	4	5	-15	-4	-27
COc1ccc(OC)c(N(CC(=O)Nc2cccnc2)S(=O)(=O)c2ccccc2)c1	7	0.0	-8	-3	2	3	15	2	-12	4
C/C(=N\N1CCN(Cc2ccc(C)cc2)CC1)c1ccco1	0	-0.9	11	7	-6	-4	-6	-3	-1	4
Cc1noc(N)c1C(=O)Nc1ccccc1F	6	-0.4	-4	-4	0	-1	1	3	-17	8
CN(C)S(=O)(=O)c1ccc(C(=O)Oc2ccccc2)cc1	2	0.1	4	5	-4	-1	9	0	-5	14
COc1cc(/C=N/OCC(=O)NC2CCS(=O)(=O)C2)ccc1OC(F)F (configuration not stated)	-1	0.7	6	-11	-1	-1	-3	-5	-3	-2
CC1(C)SC2c3ccccc3C(=O)N2C1C(=O)O (configuration not stated)	1	-0.1	-10	-11	-1	3	-11	2	4	-7
CCC(C)NC(=O)CN1C(=O)C2CCCCN2C(=O)c2ccccc21 (configuration not stated)	-2	0.7	1	/	7	0	/	-4	-1	-13
N#CC1=C(SCc2ccccc2)NC(=O)CC1c1ccccc1 (configuration not stated)	2	0.8	-1	-3	0	0	6	-1	-1	3
CCOC(=O)c1cccc(NC(=O)CCc2nnc3ccc(N4CCCCC4)nn23)c1	3	0.1	-2	2	-5	5	8	2	-3	4
Cc1ccc(Cc2c(C(C)(C)C)nc3ccc(Br)cn23)cc1	-16	-0.3	11	-3	1	2	7	-5	5	-19
CC1(C(=O)NS(=O)(=O)c2ccc(Cl)cc2)CCN1C(=O)C1CCCCC1 (configuration not stated)	0	-0.4	3	2	7	-3	-3	-3	6	-15
O=C(NCC(=O)N1CCN(S(=O)(=O)c2ccccc2F)CC1)c1ccc(Br)o1	2	0.4	0	4	-8	3	3	-3	5	-3
O=C1C2CCCN2C(=O)N1CCCN1CCN(c2cccc(Cl)c2)CC1 (configuration not stated)	-1	0.1	1	8	-5	-2	-7	-4	2	-11
O=C(c1ccc(Cl)c(Cl)c1)N1CCCC1	-2	-0.7	-4	8	6	0	11	-5	6	-1

Four compounds out of the list above, arranged by their value in TDP2 absorb, low to high:
SMILES	PLC-gamma1 inh	KLK7 zymogen act	Tn7 DDE FP	ARFGAP1 inh	DDE Tn6 FP inh	LEDGF integ inh	ASAP1 GAP inh	ADAM17 inh	TDP2 absorb	ADAM10 inh
COc1ccc(OC)c(N(CC(=O)Nc2cccnc2)S(=O)(=O)c2ccccc2)c1	7	0.0	-8	-3	2	3	15	2	-12	4
C/C(=N\NC(=O)CCc1c[nH]c2ccccc12)c1cccc([N+](=O)[O-])c1	-2	0.5	7	-3	-6	-5	8	0	-9	5
COC(=O)c1ccc(C2NC(=O)c3c(sc(C)c3C)N2)cc1 (configuration not stated)	-79	-1.8	2	10	-2	4	5	-15	-4	-27
O=C(NCC(=O)N1CCN(S(=O)(=O)c2ccccc2F)CC1)c1ccc(Br)o1	2	0.4	0	4	-8	3	3	-3	5	-3

Additional results:
SMILES	PLC-gamma1 inh	KLK7 zymogen act	Tn7 DDE FP	ARFGAP1 inh	DDE Tn6 FP inh	LEDGF integ inh	ASAP1 GAP inh	ADAM17 inh	TDP2 absorb	ADAM10 inh
CC(C)CC(c1nnnn1C(C)C)N1CCN(c2ccccc2)CC1 (configuration not stated)	4	0.0	-4	0	-4	0	-8	0	1	-1
C=C1C(=O)C23C(O)C1CCC2C12COC3(O)C(O)C1C(C)(C)CCC2O (configuration not stated)	0	0.0	-2	0	3	1	-5	3	8	-7
CCCC(=O)C1=C(N(C)c2ccccc2)CC(C)(C)CC1=O	-1	0.1	5	-3	3	2	-1	-5	3	-4
CCCc1cc(=O)oc2cc(C)cc(OC(C)C(=O)NCc3ccccn3)c12 (configuration not stated)	-151	6.6	0	10	6	-2	-1	-123	-19	-333
CCc1cc(Cn2nc(-c3ccccc3)cc2C(=O)NCc2ccc(C)cc2)on1	0	0.2	5	-3	-1	-3	6	9.1*	-18	29*
CC(=O)c1ccc(-c2cc(C(C)=O)c3n(c2=O)CCC3)cc1	i	44*	4	/	-9	3	/	-459	5	i
O=C(NC1CCCCC1)N(Cc1ccccc1)Cc1ccco1	4	-0.1	1	-1	0	-1	-2	-1	-2	2
Cc1cc(F)ccc1C(O)c1ncc(-c2ccc3ccccc3c2)[nH]1 (configuration not stated)	-12	-0.1	-4	7	4	-6	12	-6	-8	-30
COc1ccc2nc(/C=N/NC(=O)[C@@H]3CCCN3C(=O)OC(C)(C)C)ccc2c1	-170	-13	4	1	3	4	-4	-358	7	i
CC1(C)CC(NC(=O)c2ccccc2F)CC(C)(C)N1	4	0.2	-1	-6	8	3	5	-1	-2	-2
CCOC(=O)c1ccc(N2CCCCC2)c(NS(=O)(=O)c2cccc(C(F)(F)F)c2)c1	-4	0.0	-5	11	-5	7	-4	4	-2	7
O=C(Cn1nnc(N2CCCC2)n1)N/N=C/c1ccc(Cl)cc1	0	0.0	-6	7	3	0	-4	1	2	-6
CC(=O)Nc1cc(C(F)(F)F)ccc1Oc1cccc(Br)c1	-6	-0.7	-6	7	-6	16*	-8	-4	12	-4
O=[N+]([O-])c1ccc(Nc2ccccc2)nc1	0	0.2	-2	1	3	-7	-2	2	-6	5
Cc1cccc(C)c1C(O)c1ncc(-c2ccc(Cl)cc2)[nH]1 (configuration not stated)	0	-0.5	9	0	-2	-2	-3	1	-4	-1
Brc1ccc2c(c1)CN1CCCC1=N2	0	0.4	2	9	-6	-3	-5	1	7	-7
COc1cccc(NC(=O)N2C3CCCC2CC(NC(=O)C(C)(C)C)C3)c1 (configuration not stated)	2	-0.2	-9	0	-2	2	8	-4	-3	13
CC(C)(C)OC(=O)NCCCC[C@H](NC(=O)c1[nH]cnc1C(=O)N[C@@H](Cc1ccccc1)C(=O)OC(C)(C)C)C(=O)OC(C)(C)C	5	0.4	-2	18	1	0	0	1	-12	1
Cc1c(NC(=O)c2cnn3c2NC(c2ccccc2)CC3C(F)(F)F)c(=O)n(-c2ccccc2)n1C (configuration not stated)	4	0.3	-3	10	-6	4	-1	-1	-9	6
CCN(Cc1ccncc1)C(=O)c1cc(COc2ccc(F)cc2Cl)on1	-1	-0.7	3	13	-5	-2	4	-6	-5	-3
Cc1ccc(-n2c(Cc3cccn3C)nnc2SCC(=O)NCc2ccc3c(c2)OCO3)cc1	-3	0.7	1	-4	-6	-2	-8	-1	-13	2
